RGS4 block – RGS4 inhibitors, primary screen, cell-based, HEK293 M3R inducible RGS4, calcium flux; B-score at 10 µM; AID 463165, 2010; Fluo-4 calcium flux; hits give high values; triggered by carbachol at its EC20; 0.45% of 310,000 active;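 active means B-score, a plate-corrected calcium signal, over three deviations above library mean, with baseline fluorescence within five deviations of library mean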;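 further: RGS4 expression induced by doxycycline in cells with stable M3 receptor; B-score is computed from the integrated fluorescence ratio over baseline after carbachol; higher B-score means a larger calcium signal and so more RGS4 inhibition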
KCNQ1 act – potentiators or activators of KCNQ1 channel, primary screen, cell-based, thallium flux, high-throughput. Potassium voltage-gated channel subfamily KQT member 1 (Homo sapiens), P51787. CHO-K1 KCNQ1, thallium flux FluxOR fluorescence; hits give high values. B-score at 10 µM. 0.35% of 310,000 active;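 active means fluorescence ratio B-score, a plate-corrected score, at least three library SD, with initial intensity B-score within 5 SD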
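Assay system: CHO-K1 cells stably expressing KCNQ1. Medium: assay buffer for compound exposure, DMSO matched across wells. Timing: 37 °C overnight plating, 90-min dark dye load, 20-min compound pretreatment. Signal: kinetic FluxOR fluorescence, 10 s baseline plus 110 s post-stimulus.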
SKKanGAS inh – S. pyogenes SKKanGAS growth inhibitors in kanamycin, primary screen, streptokinase expression inhibitor project, SKKanGAS strain, BacTiter-Glo luminescence | inhibition, % at 7.5 µM | 1.3% of 300,000 active | 6 h;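 active means mean replicate score, as percent of positive control median, at least 50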;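 further: strain carries kanamycin resistance gene driven by streptokinase promoter and grows in 40 µg/ml kanamycin; loss of luminescence reflects streptokinase promoter inhibition or plain growth inhibition; 0% = median of DMSO wells and 100% = positive control at its reference dose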
ANO1 activ – TMEM16A chloride channel activators or potentiators, primary screen, cell-based, HTS; Anoctamin-1 (Mus musculus), Q8BHY3; HEK293 TMEM16A/YFP-H148Q/I152L, iodide quench fluorescence; hits give low values; B-score at 10 µM; 0.3% of 340,000 active;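 active means fluorescence-ratio B-score plate-corrected deviation score at least 3 library SD below zero, with starting fluorescence score within 5 deviations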;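 further: channel opened by trigger with iodide after compound preincubation; score built on the fluorescence ratio of max minus min over baseline; more negative score means more quench and so TMEM16A activation or potentiation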
KCNK3 block – human KCNK3 channel inhibitors, primary screen, CHO cells, FluxOR thallium flux, B-score; Potassium channel subfamily K member 3 (Homo sapiens), O14649; FluxOR fluorescence; hits give low values; B-score at 10 µM; 0.84% of 340,000 active; AID 602410, 2012;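 active means B-score under library mean minus 4 SD, starting fluorescence ratio at most library mean plus 5 SD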;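 further: more negative B-score means stronger inhibition of thallium flux through KCNK3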
TMEM16A inh – TMEM16A chloride channel inhibitors, primary screen, cell-based, HTS; Anoctamin-1 (Mus musculus), Q8BHY3; HEK293 TMEM16A/YFP iodide influx fluorescence, ionomycin; normalized B-score (activity score, 25-100; higher = stronger inhibition) at 10 µM; 1.2% of 310,000 active; AID 588511, 2011;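 active means ratio plate-corrected score three or more library SD toward inhibition, starting fluorescence score within five deviations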;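 further: score derived from kinetic fluorescence span divided by baseline fluorescence per well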
RGS4 pot – RGS4 potentiators or activators, primary screen, cell-based, HEK293 M3R inducible RGS4, calcium flux | carbachol calcium flux Fluo4; hits give low values | B-score at 10 µM | 0.92% of 310,000 active | AID 463111, 2010;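 active means B-score of the integrated calcium signal more than 4 SD below the library mean, with starting fluorescence not abnormally high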;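 further: negative B-score means reduced calcium response which marks RGS4 activation or potentiation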
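System – HEK293 FlpIn-TREx cells, stable M3R, doxycycline-inducible RGS4 · Reagent – ECmax carbachol challenge · Times – compound preincubation 20 min at room temperature before agonist · Technique – Fluo4 fluorescence kinetic imaging of calcium · Measure – B score of integrated Fluo4 ratio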
hERG protect – hERG rescue from dofetilide block, primary screen, cell-based, CHO-hERG, FluxOR thallium flux, dofetilide IC70. Voltage-gated inwardly rectifying potassium channel KCNH2 (Homo sapiens), Q12809. dofetilide IC70 present. activation (rescue from dofetilide block), less the hit threshold, % at 10 µM. 0.51% of 310,000 active. AID 1511, 2009;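 active means activation above the mean of controls blocked by dofetilide plus 5 SD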;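 further: thallium influx through hERG after potassium depolarization seen as dye fluorescence rise; in these data hits start at about 4.7%; inactives centre near -7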
Target sequence (Q12809 whole entry, looked up): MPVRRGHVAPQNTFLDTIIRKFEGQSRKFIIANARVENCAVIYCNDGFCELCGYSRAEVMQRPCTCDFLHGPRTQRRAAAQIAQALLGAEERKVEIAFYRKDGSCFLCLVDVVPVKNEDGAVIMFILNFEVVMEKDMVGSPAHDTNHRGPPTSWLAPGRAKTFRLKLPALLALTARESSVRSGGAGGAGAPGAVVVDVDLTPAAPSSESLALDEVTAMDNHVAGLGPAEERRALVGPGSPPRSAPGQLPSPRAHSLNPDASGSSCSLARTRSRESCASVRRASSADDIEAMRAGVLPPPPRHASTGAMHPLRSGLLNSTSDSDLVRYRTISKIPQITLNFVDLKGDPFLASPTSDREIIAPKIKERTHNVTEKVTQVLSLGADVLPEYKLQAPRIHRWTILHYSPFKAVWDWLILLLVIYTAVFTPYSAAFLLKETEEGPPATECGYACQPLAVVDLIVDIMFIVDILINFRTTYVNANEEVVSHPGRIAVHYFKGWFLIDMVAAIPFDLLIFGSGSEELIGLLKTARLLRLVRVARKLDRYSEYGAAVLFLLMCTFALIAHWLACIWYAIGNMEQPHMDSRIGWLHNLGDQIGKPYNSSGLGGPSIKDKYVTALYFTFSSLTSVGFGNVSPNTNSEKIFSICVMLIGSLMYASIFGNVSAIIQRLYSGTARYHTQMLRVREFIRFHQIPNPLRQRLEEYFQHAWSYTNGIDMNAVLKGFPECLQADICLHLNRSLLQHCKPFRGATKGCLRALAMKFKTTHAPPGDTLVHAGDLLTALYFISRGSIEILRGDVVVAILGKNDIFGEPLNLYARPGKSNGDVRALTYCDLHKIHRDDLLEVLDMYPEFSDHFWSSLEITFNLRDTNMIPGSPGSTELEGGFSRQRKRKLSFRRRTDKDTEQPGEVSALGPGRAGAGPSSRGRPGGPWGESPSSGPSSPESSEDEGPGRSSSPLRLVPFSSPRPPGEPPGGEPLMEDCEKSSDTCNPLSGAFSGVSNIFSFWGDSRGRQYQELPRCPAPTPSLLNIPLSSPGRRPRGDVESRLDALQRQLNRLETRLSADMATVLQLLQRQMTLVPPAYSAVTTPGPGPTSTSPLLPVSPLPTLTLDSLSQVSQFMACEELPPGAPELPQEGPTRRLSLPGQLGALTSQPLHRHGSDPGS
KCNK9 inh – KCNK9 potassium channel inhibitors, primary screen, HEK293 cells, thallium flux. FluxOR thallium flux fluorescence; hits give low values. 1.2% of 310,000 active. Potassium channel subfamily K member 9 (Homo sapiens), Q9NPC2. B-score at 10 µM;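 active means ratio B-score over 3 SD below the library mean, with starting fluorescence within 5 SD of its mean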;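 further: negative B-score means less thallium flux so channel inhibition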
KCNQ1 inh – inhibitors of human KCNQ1 channel, primary screen, cell-based, thallium flux, high-throughput; AID 2642, 2010; CHO-K1 KCNQ1, FluxOR thallium flux fluorescence; hits give high values; Potassium voltage-gated channel subfamily KQT member 1 (Homo sapiens), P51787; 1.3% of 310,000 active; B-score at 10 µM;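 active means compounds whose thallium flux B-score, printed positive for inhibition, exceeds three library SD while starting fluorescence stays within three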;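 further: channel opened by potassium depolarization with thallium stimulus after 20 min compound exposure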
HDAC3 inh – HDAC3 deacetylase inhibitors, primary screen, biochemical, fluorescence, cell-free homogeneous; Histone deacetylase 3 (Homo sapiens), O15379; recombinant HDAC3, fluorogenic peptide/trypsin coupled; inhibition, % at 8.3 µM; 0.15% of 320,000 active; AID 2718, 2010; in the data active means inhibition above about 26%, passing the limit was not always enough
Numbers without * were called inactive. Compounds as they come; 6.3% or so of the library scored in one or more.

Results for CCCCn1c(N)c(N(CC(C)C)C(=O)CCCc2cccs2)c(=O)[nH]c1=O ?
RGS4 block: inactive; KCNQ1 act: inactive; SKKanGAS inh: -2.6; ANO1 activ: inactive; KCNK3 block: inactive; TMEM16A inh: inactive; RGS4 pot: inactive; hERG protect: -10.4; KCNK9 inh: inactive; KCNQ1 inh: inactive; HDAC3 inh: 0.0

What do the screens show for `CCOC(=O)c1ccc(NC(=S)N2CCSC2c2ccc(OC)cc2)cc1` (stereo not drawn)?
RGS4 block: inactive; KCNQ1 act: inactive; SKKanGAS inh: 3.1; ANO1 activ: inactive; KCNK3 block: inactive; TMEM16A inh: inactive; RGS4 pot: inactive; hERG protect: -13.2; KCNK9 inh: inactive; KCNQ1 inh: inactive; HDAC3 inh: 5.2

Results for CCOc1ccc(N=c2scc(-c3ccc(OC)cc3)n2CCO)cc1 ?
RGS4 block: inactive; KCNQ1 act: inactive; SKKanGAS inh: 4.8; ANO1 activ: inactive; KCNK3 block: inactive; TMEM16A inh: inactive; RGS4 pot: inactive; hERG protect: -8.4; KCNK9 inh: inactive; KCNQ1 inh: inactive; HDAC3 inh: 2.6

Results for CC(C)CN1CN(Cc2ccco2)CNC1=S ?
RGS4 block: inactive; KCNQ1 act: inactive; SKKanGAS inh: 3.8; ANO1 activ: inactive; KCNK3 block: inactive; TMEM16A inh: inactive; RGS4 pot: inactive; hERG protect: -4.0; KCNK9 inh: inactive; KCNQ1 inh: inactive; HDAC3 inh: 5.6

How did CSCCC(NS(=O)(=O)c1ccc(C)cc1)C(=O)NC1CCCCC1 (stereo not drawn) do in these assays?
RGS4 block: inactive; KCNQ1 act: inactive; SKKanGAS inh: -0.7; ANO1 activ: inactive; KCNK3 block: inactive; TMEM16A inh: inactive; RGS4 pot: inactive; hERG protect: -13.4; KCNK9 inh: inactive; KCNQ1 inh: inactive; HDAC3 inh: -2.2

How did O=C(Nc1ccccc1)c1ccc2c(c1)OCO2 do in these assays?
RGS4 block: inactive; KCNQ1 act: inactive; SKKanGAS inh: -1.6; ANO1 activ: inactive; KCNK3 block: inactive; TMEM16A inh: inactive; RGS4 pot: inactive; hERG protect: -8.5; KCNK9 inh: inactive; KCNQ1 inh: inactive; HDAC3 inh: 6.6

How did O=C(c1cccs1)N(Cc1ccco1)Cc1cc2ccccc2[nH]c1=O do in these assays?
RGS4 block: inactive; KCNQ1 act: inactive; SKKanGAS inh: -12.0; ANO1 activ: inactive; KCNK3 block: inactive; TMEM16A inh: inactive; RGS4 pot: inactive; hERG protect: -8.1; KCNK9 inh: inactive; KCNQ1 inh: inactive; HDAC3 inh: 4.8

What do the screens show for `COC(=O)Cn1c(=NC(=O)c2ccc(OC)cc2)sc2cc(OC)ccc21`?
RGS4 block: inactive; KCNQ1 act: inactive; SKKanGAS inh: 0.8; ANO1 activ: inactive; KCNK3 block: inactive; TMEM16A inh: inactive; RGS4 pot: inactive; hERG protect: 1.2; KCNK9 inh: inactive; KCNQ1 inh: inactive; HDAC3 inh: -13.4

What do the screens show for `COc1cc(C(=S)N2CCCC2)ccc1OCc1ccc(C)cc1`?
RGS4 block: inactive; KCNQ1 act: inactive; SKKanGAS inh: -1.9; ANO1 activ: inactive; KCNK3 block: inactive; TMEM16A inh: inactive; RGS4 pot: inactive; hERG protect: -7.3; KCNK9 inh: inactive; KCNQ1 inh: inactive; HDAC3 inh: 4.7

Results for Cc1ccc(C(C)C)cc1OCC(=O)NNC(=O)Nc1ccccc1 ?
RGS4 block: inactive; KCNQ1 act: inactive; SKKanGAS inh: -1.8; ANO1 activ: inactive; KCNK3 block: inactive; TMEM16A inh: inactive; RGS4 pot: inactive; hERG protect: -2.8; KCNK9 inh: inactive; KCNQ1 inh: inactive; HDAC3 inh: 3.4

How did Cc1cccc2nc(CNC(=O)CC3C(=O)NCCN3Cc3cccc(F)c3)cn12 (stereo not drawn) do in these assays?
RGS4 block: inactive; KCNQ1 act: inactive; SKKanGAS inh: -10.3; ANO1 activ: inactive; KCNK3 block: inactive; TMEM16A inh: inactive; RGS4 pot: inactive; hERG protect: -3.7; KCNK9 inh: inactive; KCNQ1 inh: inactive; HDAC3 inh: -4.1

Results for COc1cccc(NC(=O)CSc2nnc(Cn3nnc4ccccc43)n2C)c1 ?
RGS4 block: inactive; KCNQ1 act: inactive; SKKanGAS inh: -1.1; ANO1 activ: inactive; KCNK3 block: inactive; TMEM16A inh: inactive; RGS4 pot: inactive; hERG protect: -2.6; KCNK9 inh: inactive; KCNQ1 inh: inactive; HDAC3 inh: -2.4

How did CCOc1c(Nc2ccc(C(C)C)cc2)c(=O)c1=O do in these assays?
RGS4 block: inactive; KCNQ1 act: inactive; SKKanGAS inh: 7.6; ANO1 activ: inactive; KCNK3 block: inactive; TMEM16A inh: inactive; RGS4 pot: inactive; hERG protect: -6.2; KCNK9 inh: inactive; KCNQ1 inh: inactive; HDAC3 inh: 4.3

Results for Cc1ccccc1NC(=O)Nc1nnc(CC(=O)NCc2ccccc2)s1 ?
RGS4 block: inactive; KCNQ1 act: inactive; SKKanGAS inh: -0.2; ANO1 activ: inactive; KCNK3 block: inactive; TMEM16A inh: inactive; RGS4 pot: inactive; hERG protect: -2.1; KCNK9 inh: inactive; KCNQ1 inh: inactive; HDAC3 inh: -4.4

How did NC(=O)C1CCCN(S(=O)(=O)c2ccc3ccccc3c2)C1 (stereo not drawn) do in these assays?
RGS4 block: inactive; KCNQ1 act: inactive; SKKanGAS inh: -5.0; ANO1 activ: inactive; KCNK3 block: inactive; TMEM16A inh: inactive; RGS4 pot: inactive; hERG protect: -8.2; KCNK9 inh: inactive; KCNQ1 inh: inactive; HDAC3 inh: -2.5

How did COc1ccc(CCNC(=O)CCCCCN2C(=O)[C@@H]3Cc4ccccc4CN3C2=O)cc1OC do in these assays?
RGS4 block: inactive; KCNQ1 act: inactive; SKKanGAS inh: -10.8; ANO1 activ: inactive; KCNK3 block: inactive; TMEM16A inh: inactive; RGS4 pot: inactive; hERG protect: -9.6; KCNK9 inh: inactive; KCNQ1 inh: inactive; HDAC3 inh: 4.0

What do the screens show for `CCC1(C)Cc2c(sc3c2c(=O)n(C)c2nnc(SCC(=O)c4ccccc4)n32)CO1` (stereo not drawn)?
RGS4 block: inactive; KCNQ1 act: inactive; SKKanGAS inh: -14.1; ANO1 activ: inactive; KCNK3 block: inactive; TMEM16A inh: inactive; RGS4 pot: inactive; hERG protect: -12.2; KCNK9 inh: inactive; KCNQ1 inh: inactive; HDAC3 inh: 0.3

How did COc1ccc(CN2[C@@H](CC(C)=O)c3ccc(/C=C/C(C)=O)cc3S2(=O)=O)cc1 do in these assays?
RGS4 block: inactive; KCNQ1 act: inactive; SKKanGAS inh: 1.0; ANO1 activ: inactive; KCNK3 block: inactive; TMEM16A inh: inactive; RGS4 pot: inactive; hERG protect: -11.8; KCNK9 inh: inactive; KCNQ1 inh: inactive; HDAC3 inh: -2.4

Results for Cc1nc(N2CCN(c3ccccn3)CC2)c2c(C)c(C(=O)Nc3ccc(F)cc3F)sc2n1 ?
RGS4 block: inactive; KCNQ1 act: inactive; SKKanGAS inh: 19.8; ANO1 activ: inactive; KCNK3 block: inactive; TMEM16A inh: inactive; RGS4 pot: -8.96*; hERG protect: -13.6; KCNK9 inh: inactive; KCNQ1 inh: inactive; HDAC3 inh: -2.3

How did Cc1ccc(Nc2nc(N)nc(CN3CCN(C)CC3)n2)cc1 do in these assays?
RGS4 block: inactive; KCNQ1 act: inactive; SKKanGAS inh: -4.4; ANO1 activ: inactive; KCNK3 block: inactive; TMEM16A inh: inactive; RGS4 pot: -7.15*; hERG protect: -3.7; KCNK9 inh: inactive; KCNQ1 inh: inactive; HDAC3 inh: -1.7

What do the screens show for `O=C(O)CCc1nnc2n(Cc3ccc(F)cc3)c(=O)c3ccccc3n12`?
RGS4 block: inactive; KCNQ1 act: inactive; SKKanGAS inh: 0.2; ANO1 activ: inactive; KCNK3 block: inactive; TMEM16A inh: inactive; RGS4 pot: inactive; hERG protect: -5.9; KCNK9 inh: inactive; KCNQ1 inh: inactive; HDAC3 inh: 1.0

Results for Cc1nn(CC(=O)Nc2ccc3c(c2)OCO3)c(C)c1[N+](=O)[O-] ?
RGS4 block: inactive; KCNQ1 act: inactive; SKKanGAS inh: 4.0; ANO1 activ: inactive; KCNK3 block: inactive; TMEM16A inh: inactive; RGS4 pot: inactive; hERG protect: -11.8; KCNK9 inh: inactive; KCNQ1 inh: inactive; HDAC3 inh: -1.3

Results for O=C1CCCCN1CCc1c[nH]c2ccccc12 ?
RGS4 block: inactive; KCNQ1 act: inactive; SKKanGAS inh: 1.1; ANO1 activ: inactive; KCNK3 block: inactive; TMEM16A inh: inactive; RGS4 pot: inactive; hERG protect: -4.6; KCNK9 inh: inactive; KCNQ1 inh: inactive; HDAC3 inh: 0.4

Results for Cc1ccccc1NC(=O)c1snc2c(=O)[nH]cnc12 ?
RGS4 block: inactive; KCNQ1 act: inactive; SKKanGAS inh: 1.1; TMEM16A inh: inactive; RGS4 pot: inactive; hERG protect: 2.9; KCNK9 inh: inactive; KCNQ1 inh: inactive; HDAC3 inh: -6.7

Results for O=C(OCC(F)(F)C(F)F)c1ccccc1C(=O)Oc1ccc(F)cc1F ?
RGS4 block: inactive; KCNQ1 act: inactive; SKKanGAS inh: 13.1; ANO1 activ: inactive; KCNK3 block: inactive; TMEM16A inh: inactive; RGS4 pot: inactive; hERG protect: -9.6; KCNK9 inh: inactive; KCNQ1 inh: inactive; HDAC3 inh: -0.4

Results for CSCCC(NC(=O)c1ccccc1Br)C(=O)NCC1CCCCC1 (stereo not drawn) ?
RGS4 block: inactive; KCNQ1 act: inactive; SKKanGAS inh: 3.0; ANO1 activ: inactive; KCNK3 block: inactive; TMEM16A inh: inactive; RGS4 pot: inactive; hERG protect: -13.5; KCNK9 inh: inactive; KCNQ1 inh: inactive; HDAC3 inh: 0.3
